Screens: PubChem, several laboratories
HTR5A ag = HTR5A agonism, opioid heterodimer counter-screen | hit rate 0.61% among 340,000 | P47898 | HTR5A agonist assay, luminescence, cell-based | activation, % at 9.3 µM; in the data active means activation mostly above about 9.5%, no sharp cut-off; inactive means mostly below about 7.6%;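 further: 0% = cells with vehicle only and 100% = reference agonist; strong numbers were not always called active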
Target sequence (P47898 whole entry, looked up): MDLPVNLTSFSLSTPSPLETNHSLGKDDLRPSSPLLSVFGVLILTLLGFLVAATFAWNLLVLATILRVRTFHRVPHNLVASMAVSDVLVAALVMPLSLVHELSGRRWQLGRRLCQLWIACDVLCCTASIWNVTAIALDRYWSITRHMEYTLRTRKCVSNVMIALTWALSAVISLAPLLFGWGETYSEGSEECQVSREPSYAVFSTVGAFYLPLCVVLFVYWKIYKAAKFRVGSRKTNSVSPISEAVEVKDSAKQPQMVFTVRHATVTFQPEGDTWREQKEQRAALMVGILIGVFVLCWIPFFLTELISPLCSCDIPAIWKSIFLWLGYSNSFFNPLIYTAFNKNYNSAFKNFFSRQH
PKA-R2B act = PKA-R2B complex activation; AID 504700; P22694+P31323; activation, % at 11.4 µM; hit rate 0.079% among 340,000; PKA-R2B holoenzyme dissociation, Cy5-IP20 fluorescence polarization; R2B truncated from residue 108, S112A mutant; 0% DMSO only, 100% 113 µM cGMP;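 active means activation above a cutoff set at the mean over all compounds plus 3 SD, cut at about 18% in these data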;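 further: higher means more holoenzyme dissociation and a rise in polarization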
Target sequence (P31323 whole entry, looked up, other chains not shown, the tested form may be a part): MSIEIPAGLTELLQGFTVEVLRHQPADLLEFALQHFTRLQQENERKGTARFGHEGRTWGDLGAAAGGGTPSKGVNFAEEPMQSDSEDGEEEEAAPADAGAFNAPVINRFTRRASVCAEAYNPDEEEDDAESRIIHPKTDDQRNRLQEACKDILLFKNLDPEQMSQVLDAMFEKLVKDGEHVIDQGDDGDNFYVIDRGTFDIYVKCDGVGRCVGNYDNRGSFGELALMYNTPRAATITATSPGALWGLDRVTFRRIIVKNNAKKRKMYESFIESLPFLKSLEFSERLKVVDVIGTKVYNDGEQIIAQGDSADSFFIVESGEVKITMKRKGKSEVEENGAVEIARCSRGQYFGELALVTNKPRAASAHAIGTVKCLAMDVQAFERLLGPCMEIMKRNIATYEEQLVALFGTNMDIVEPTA
HTR5A inv ctr = HTR5A inverse agonism, opioid heterodimer counter-screen. P47898. HTR5A cell line, luminescence. inhibition, % at 9.3 µM. hit rate 0.083% among 340,000. AID 504634; in the data active means inhibition mostly above about 23%, no sharp cut-off; inactive means mostly below about 18%;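 further: 0% = cells with DMSO and 100% = no-cell wells with DMSO; some compounds called inactive have numbers as strong as hits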
DAGLB inh = blocks human DAGLB lipase activity; HEK293T DAGLB membrane lysate, EnzChek fluorogenic substrate; hit rate 0.059% among 340,000; inhibition, % at 5.17 µM; in the data active means inhibition above about 34%;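 further: 0% = enzyme with vehicle and 100% = wells lacking enzyme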
Arr AP2 block = human beta-arrestin and AP2 interaction inhibition; FITC-arrestin peptide / GST-AP2 beads, flow cytometry; AP2 beta2 appendage carries R879A mutation; inhibition, % at 10 µM; hit rate 0.31% among 340,000; AID 504490;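 active means inhibition above a set limit, near 3 SD of compounds lacking own fluorescence, cut at about 54% in these data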;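 further: plate controls were DMSO wells for no effect and 5 µM unlabelled arrestin peptide for full effect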
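Assay system: GST-AP2 R879A bound to glutathione beads, E. coli-expressed; Medium: PBS with 0.05% Tween 20 and 0.1% BSA; Also added: fluorescein-tagged arrestin peptide at 50 nM final; Timing: 12 min plus 1 h, RT; Measured by: flow cytometry, FL1 (488/535 nm); Evaluation: percent drop in bead-associated FITC signal.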
DSG3 Ab inh = human desmoglein-3 autoantibody binding inhibition; hit rate 0.48% among 310,000; AID 588358; binding (percent of control), % at 10 µM; DSG3-coupled beads, scFv-anti-DSG3-GFP binding, flow cytometry; active compounds read low;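 active means binding more than 3 SD below its plate's average and above zero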;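 further: hits lower antibody fragment binding to DSG3; some compounds called inactive have numbers as strong as hits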
V-ATPase pHluor = regulators of yeast V-ATPase proton transport; S. cerevisiae, pHLuorin cytosolic pH fluorescence; response, % at 10 µM; hit rate 0.37% among 350,000; AID 504577; in the data active means response mostly above about 7.3%, no sharp cut-off; inactive means mostly below about 5.4%; further: actives read high; inactives centre near 0; some compounds called inactive have numbers as strong as hits; reference of the scale not given here
MOR-DOR inv ag = inverse agonists of human mu-delta opioid receptor heterodimerization | P35372+P41143 | cell-based MOR-DOR heterodimer luminescence, inverse agonism | inhibition, % at 9.3 µM | hit rate 0.21% among 340,000; in the data active means inhibition above about 22%, passing the limit was not always enough;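 further: 0% = cells with DMSO and 100% = wells without cells with DMSO; values of inactives mirror those of a sister screen read the other way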
OPRM1-OPRD1 ag = agonists of human mu-delta opioid receptor heterodimerization; activation, % at 9.3 µM; cells, OPRM1-OPRD1 heterodimerization, luminescence; P35372+P41143; hit rate 0.3% among 340,000; in the data active means activation above about 18%;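 further: 0% = vehicle-treated cells and 100% = reference agonist; values of inactives mirror those of a sister screen read the other way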
PKA-R1A activ = activates the PKA-R1A holoenzyme complex; P00514+P68181; PKA-R1A dissociation, Cy5-IP20 fluorescence polarization; scaled: DMSO 0%, 113 µM cGMP 100%; activation, % at 11.4 µM; hit rate 0.083% among 340,000;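 active means percent activation above the mean of all tested compounds plus 3 SD, cut at about 19% in these data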;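 further: higher means more PKAc released from R1A so a rise in polarization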
Active calls of the source: *; / = no result given; & = joins results of further samples.

SMILES	HTR5A ag	PKA-R2B act	HTR5A inv ctr	DAGLB inh	Arr AP2 block	DSG3 Ab inh	V-ATPase pHluor	MOR-DOR inv ag	OPRM1-OPRD1 ag	PKA-R1A activ
CCOC(=O)C1CCCN(Cc2nc(N)nc(Nc3ccccc3)n2)C1 (configuration not stated)	-2	-7	-1	0	10	106	0	-2	0.4	1
CCOC(=O)c1c(NC(=O)C2=C(C)NC(=S)NC2c2ccc(F)cc2F)sc(C)c1C (configuration not stated)	4	-6	17	-1	1	99	-2	-8	1.8	-12
O=C(CS(=O)(=O)c1ccccc1)NC1CCCCC1	-2	-7	5	0	-7	105	6	-1	0.2	-12
C=C(C)CN=C1NN=C(c2cc(C)n(-c3ccc(C)cc3)c2C)CS1	3	-6	28	2	-1	99	-2	-16	3.3	1
CC(=O)N1CCCC1C(=O)O (configuration not stated)	-1	-1	4	2	-2	/	6	15	-2.7	-5
Cc1nn(-c2ccccc2)c2sc(C(=O)N(Cc3ccco3)C(C)C(=O)NC(C)(C)C)cc12 (configuration not stated)	2	-14	-5	-4	0	96	0	1	-0.3	-12
CCOc1nc2cnccc2n(CC(=O)Nc2c(C)cccc2CC)c1=O	4	-7	-30	1	-7	76	3	15	-3.0	1
COc1ccc(NC(=O)Nc2ccc(OCC(=O)N3CCOCC3)cc2)cc1OC	-3	-4	-7	3	15	102	-3	1	-0.1	1
Cc1ccc(Cn2c(C)c3cnn(CC(=O)NCc4ccccn4)c(=O)c3c2C)cc1	11	-3	-34	3	5	105	-1	12	-2.0	-9
COc1ccccc1-c1nc(SCC(=O)NCc2ccco2)c2c(=O)n(C)c(=O)n(C)c2n1	0	-5	-7	1	10	103	3	10	-1.8	9
Cc1cc(C)c(C#N)c(Sc2nnnn2-c2ccccc2)n1	3	-1	-9	1	5	104	-1	-13	2.4	-6
Cc1nc(N=Nc2ccc(O)cc2)n[nH]1	-2	-4	0	-1	6	98	-2	13	-2.5	-4
CCCOc1ccccc1C1CC(=O)NC(C)=C1C(=O)OCC(C)C (configuration not stated)	2	-4	-10	0	25	92	2	-13	2.8	-12
COc1cc(C(=O)OCC(=O)NC(N)=O)cc(CN2C(=O)c3ccccc3C2=O)c1OC	1	-5	-4	-7	13	97	-3	4	-0.8	-12
O=C(NNC(=O)c1cccc(S(=O)(=O)N2CCCCC2)c1)c1ccccc1	0	0	11	-1	11	103	1	10	-2.6	5
Cc1ccc(NC(=O)c2ccc(CN3CCc4ccccc4C3)cc2)cc1	14	-4	-5	-3	-7	103	-1	3	-0.7	2
CCOC(=O)c1ccc(NC(=O)[C@@H](NC(N)=O)C(C)C)cc1	1	5	-9	1	18	97	-1	2	-0.4	-3
O=S1(=O)C[C@@H]2N=C(N/N=C/c3ccccc3)S[C@@H]2C1	-6	-7	0	4	-2	111	1	14	-2.6	6
CC1CCCCN1C(=O)CSc1nc(C2CC2)nc2c1cnn2-c1ccccc1 (configuration not stated)	-5	2	-3	0	-9	101	3	6	-1.0	7
CCOCCCNC(=O)CCSc1ccc(C)cc1	1	-9	17	0	-12	100	-3	10	-1.9	-11
CC1CCC(NC(=O)C2CCN(c3cnccn3)CC2)CC1 (configuration not stated)	-4	3	11	0	-6	/	2	11	-2.2	-5
CCCSc1ccc([C@H]2N[C@@](CC(C)C)(C(=O)OC)[C@H]3C(=O)N(CC)C(=O)[C@@H]23)cc1	9	-4	6	-8	11	103	1	-3	0.5	4
O=C(CSc1nnc(-c2ccccc2)c(-c2ccccc2)n1)N1CCc2ccccc21	-2	1	-16	3	9	99	-5	-6	1.1	-6
COCCNc1nc2nonc2nc1N(C)Cc1cccc2cnccc12	0	-7	-1	1	14	107	1	20	-4.2	-1
CCN1CCCC1CNC(=O)c1ccc2c(c1)NC(=O)/C(=C\c1ccccc1Cl)S2 (configuration not stated)	/	2	/	3	/	104	/	/	/	4
Cc1nc(C)c(C(=O)N(c2ccc(F)cc2)C(C(=O)NCC2CCCO2)c2ccccc2)s1 (configuration not stated)	-1	20*	24	-1	-4	/	2	9	-1.4	-5
Cc1cc(C)nc(SCc2nc3nc(C)cc(C)n3c2Br)n1	1	0	-19	2	-4	99	-4	8	-1.5	-9
O=C(NCCC1=CCCCC1)C1CCN(C(=O)c2ccc(Br)cc2)CC1	-1	-4	0	0	22	/	0	4	-0.8	-4
O=C(COC(=O)C1CCCC1)Nc1cccc(Cl)c1Cl	2	-4	-9	-9	22	/	-5	4	-0.8	-6
CCC(C)NC(=O)c1ccccc1-c1nc2ccccc2[nH]1 (configuration not stated)	2	-3	-6	-1	8	101	-2	3	-0.4	-4
CCCc1cc(=O)[nH]c(SCC(=O)N(C)Cc2ccccc2)n1	1	5	-2	-1	11	96	4	5	-0.9	4
O=C(C1CCN(c2ncnc3c2nc2n3CCCCC2)CC1)N1CCN(c2ccccc2F)CC1	-1	0	3	0	-10	106	0	4	-0.8	3
CN1CCN(CCCC(=O)c2ccc(C3CCCC3)cc2)CC1	1	-17	-3	3	0	108	2	-2	0.3	-2
O=C(COC(=O)c1ccco1)Nc1ccc([N+](=O)[O-])cc1Cl	1	-1	-2	-1	-1	/	-1	10	-2.4	-4
CC[C@H](C)[C@H](NC(=O)OCc1ccccc1)C(=O)OCC(=O)N1CCN(c2ccc(F)cc2)CC1	-1	8	2	1	-24	97	8	-20	3.8	4
Cn1ccnc1C(=O)c1cc(=O)c2ccccc2o1	7	-3	-5	0	3	103	3	11	-1.9	3
CC1Cc2ccccc2N1C(=O)C12CCC(C)(C(=O)C1)C2(C)C (configuration not stated)	-2	10	4	-7	13	/	-5	-6	1.0	-5
CCc1ccc2oc(=O)cc(CN3CCOCC3)c2c1	0	1	18	-3	26	103	-1	14	-2.5	-3
COc1ccc(NC(=O)CSc2nnc(-c3cnccn3)n2C)cc1OC	0	6	-5	-1	5	88	1	3	-0.7	5
O=C(CSc1nc2ccccc2nc1SCC(=O)N1CCCCC1)N1CCCCC1	-2	-16	1	-7	-8	76	8	-1	0.1	6
Cc1nnc(NC(=O)CN2CCN(Cc3ccc(F)cc3Cl)CC2)s1	0	5	0	-2	3	101	-2	6	-1.2	0
O=C(COC(=O)c1ccc2c(c1Cl)C(=O)c1ccccc1C2=O)NC1CC1	3	-14	-7	2	22	98	0	-38	7.4	2
Cc1cc(Cl)c(S(=O)(=O)Nc2ccon2)cc1OCC(=O)NC1CCCCC1	0	4	22	7	-2	107	-3	9	-1.6	-9
COc1ccccc1N1CCN(Cc2cc(=O)c(OCC(=O)Nc3ccccc3)co2)CC1	7	4	-13	-3	4	104	-5	-20	3.0	5
CCn1c(=O)c(CCC(=O)NCCN2CCOCC2)c(C)c2c(C)nn(-c3cccc(C)c3)c21	1	0	3	0	-7	102	1	12	-2.4	-9
C[C@H](CO)N1C[C@H](C)[C@@H](CN(C)Cc2ccc(Cl)c(Cl)c2)Oc2c(NC(=O)Cc3ccccc3)cccc2C1=O	6	1	-33	-5	/	96	0	-22	3.7	-1
Cc1cc(Nc2ccccc2)nn1C(=O)c1ccc(Cl)cc1	2	-2	-27	-5	5	/	-3	-14	2.6	-1
CCOC(=O)C1Oc2ccccc2C(C(=O)OC)=C1C(=O)OC (configuration not stated)	2	-4	-8	-2	11	96	-1	40*	-8.3	-1
O=C(O)c1ncc(Cl)c(Cl)c1Cl	-2&3	-6&8	-1&-10	-1&0	4&21	110&100	3&6	14&15	-2.7&-2.9	-9&9
O=C(C1CCCCC1)N1C[C@H](n2cc(-c3ccc(F)cc3)nn2)[C@@H](O)C[C@@H]1c1ccccc1	/	4	/	-2	/	103	-1	/	/	10
O=[N+]([O-])c1ccc(CN2CC(N3CCN(CC4CC4)CC3)CS2(=O)=O)cc1 (configuration not stated)	/	-3	/	0	/	106	2	/	/	-1
COc1ccccc1NC(=O)Cn1cnc2sc(C)c(S(=O)(=O)N3CCCCC3)c2c1=O	9	-10	-25	-2	3	97	-1	19	-3.1	4
C[C@H](NC(=O)OC(C)(C)C)C(=O)N/N=C/c1cccc2nccnc12	-1	7	4	2	12	/	1	4	-0.8	-8
CSc1ccc(CN2CCN(C(C)C)C(CCO)C2)cc1 (configuration not stated)	3	4	4	-1	6	84	-1	-4	0.6	13
CC(C)c1cc(=O)n2[nH]c(N)nc2n1	4	1	-11	0	9	104	-3	8	-1.3	-15
CCc1nc(C)ccc1OCC(=O)N1CCc2c([nH]c3ccccc23)C1c1ccccn1 (configuration not stated)	5	-6	-14	1	0	102	5	7	-1.4	-3
O=C(Nc1ccc(F)cc1F)c1cc2ncc(CCCl)cn2n1	5	-6	-6	-8	-15	123	0	11	-2.0	-3
O=c1[nH]ncc(NCc2ccc(Cl)cc2)c1Cl	-1	-6	2	-1	-4	81	0	-2	0.4	8
CCOC(=O)C1CCN(C(=O)c2sc3ncn(CC(=O)N4CCCCC4)c(=O)c3c2C)CC1	/	1	/	0	/	100	-2	/	/	1
CCCC(=O)Nc1nnc(SCC(=O)NCc2cccs2)s1	0	8	16	0	6	107	5	3	-0.5	-8
(cont.)
SMILES	HTR5A ag	PKA-R2B act	HTR5A inv ctr	DAGLB inh	Arr AP2 block	DSG3 Ab inh	V-ATPase pHluor	MOR-DOR inv ag	OPRM1-OPRD1 ag	PKA-R1A activ
Cc1noc(C)c1S(=O)(=O)N(CC(=O)N1CCc2ccccc21)c1ccc(C(C)C)cc1	7	5	-21	0	-2	107	-6	4	-0.9	5
CC(C)CN1CCN(Cc2cccc3ncccc23)CC1CCO (configuration not stated)	-1	2	3	-1	16	/	-2	3	-0.6	7
Cc1nn(Cc2ccc(F)cc2)c(C)c1NC(=O)c1noc2c1CCc1ccccc1-2	4	-2	-12	-6	-2	103	-1	-7	1.1	-9
Cc1ccc2c(CC(=O)OCc3nc(N)nc(Nc4ccccc4C)n3)coc2c1	1	-15	-5	-3	4	101	6	-15	2.7	3
O=C(c1ccc(F)cc1)c1ccc(CN2C(=O)c3ccccc3C2=O)o1	2	-7	2	-5	-9	106	-1	-10	1.4	-3
COc1cc2cc(CCO)oc(=O)c2cc1OC	10	-20	-27	-1	6	105	-2	0	0.0	-16
COCCn1c(N)c(S(=O)(=O)c2cccs2)c2nc3ccccc3nc21	2	0	14	-9	2	100	-2	-1	0.2	6
O=C(c1cccc(Cl)c1)N1CCN(S(=O)(=O)c2ccc(Cl)s2)CC1	7	8	-16	1	-9	/	1	-4	0.9	-16
CC1CC(C)CN(C(=O)c2ccc(CSc3nc4ccncc4[nH]3)cc2)C1 (configuration not stated)	-5	-3	14	0	-5	103	-10	-2	0.4	4
COc1ccc(C)cc1S(=O)(=O)N(CC(=O)Nc1cc([N+](=O)[O-])ccc1C)c1ccc(C)c(C)c1	1	5	-4	-5	15	109	-4	-22	4.5	5

Entries of single compounds from above. Order of screens: HTR5A ag, PKA-R2B act, HTR5A inv ctr, DAGLB inh, Arr AP2 block, DSG3 Ab inh, V-ATPase pHluor, MOR-DOR inv ag, OPRM1-OPRD1 ag, PKA-R1A activ
Shown for C=C(C)CN=C1NN=C(c2cc(C)n(-c3ccc(C)cc3)c2C)CS1 = 3, -6, 28, 2, -1, 99, -2, -16, 3.3, 1
Shown for Cc1cc(C)nc(SCc2nc3nc(C)cc(C)n3c2Br)n1 = 1, 0, -19, 2, -4, 99, -4, 8, -1.5, -9
